Screening data: PubChem, National Center for Advancing Translational Sciences (NCATS)
IP6K1 inh – IP6K1 kinase inhibition; IP6K1 kinase, ADP-Glo luminescence, 2 h; stronger effect = lower value; actives 0.81% (n = 140,000); activity change, % (series mostly up to about 58 µM); Q92551; in the data active = activity change below about -25%
Target sequence (Q92551 whole entry, looked up): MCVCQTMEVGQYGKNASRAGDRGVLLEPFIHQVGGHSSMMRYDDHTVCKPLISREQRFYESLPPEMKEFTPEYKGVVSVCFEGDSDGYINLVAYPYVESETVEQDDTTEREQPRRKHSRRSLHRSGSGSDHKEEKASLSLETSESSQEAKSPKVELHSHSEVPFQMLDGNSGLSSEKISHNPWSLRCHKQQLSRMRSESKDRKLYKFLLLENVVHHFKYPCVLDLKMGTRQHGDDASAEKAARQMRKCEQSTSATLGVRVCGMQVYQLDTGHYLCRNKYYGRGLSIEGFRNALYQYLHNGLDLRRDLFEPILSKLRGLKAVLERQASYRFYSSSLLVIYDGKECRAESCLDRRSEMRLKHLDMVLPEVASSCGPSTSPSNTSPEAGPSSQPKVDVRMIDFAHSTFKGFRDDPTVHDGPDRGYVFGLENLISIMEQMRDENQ
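ADP-Glo luminescence measures ADP made by human IP6K1 during a 2 h RT reaction with ATP/IP6 (mix at 1.3 mM/130 uM); top library doses 57.5 and 19.1 uM final.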
SNCA expr inhib – inhibitors of alpha-synuclein (SNCA) gene expression; HEK-293 SNCA-luciferase knock-in, luminescence, 24 h; Potency, µM (titrated, usually from 57.2 µM), inactives show at the highest dose activity change, negative = inhibition, hits mostly inhibitors; actives 0.17% (n = 140,000); AID 1671194;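 also: potency is read from the fitted curve at half-maximal effect; plate controls were DMSO cells for no effect and cell-free wells for full effect; nearly all actives have a fitted effect of over 45% in size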
3T3 cytotox – kills NIH 3T3 cells; actives 4.3% (n = 94,000); NIH 3T3 viability, CellTiter-Glo ATP luminescence, 48-72 h; Potency, µM (highest dose often 96.7 µM), inactives show at the highest dose activity change, negative = cytotoxicity, most hits filed as inhibitors; also: potency is read from the fitted curve at half-maximal effect; nearly all actives have a fitted effect of over 55% in size
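ATP-dependent luminescence (CellTiter-Glo) served as the viability signal for NIH 3T3 cells treated with compound for 48 or 72 hr at 37 °C.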
HEK293 viab – counter-screen for SNCA expression inhibitors: cell viability; actives 0.12% (n = 150,000); HEK-293-SNCA-luc viability, GF-AFC fluorescence, 24 h; Potency, µM (top dose mostly 57.1 µM), inactives show at the highest dose activity change, negative = cytotoxicity, actives largely listed as cytotoxic;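 also: potency is read from the fitted curve at half-maximal effect; 0% = DMSO-treated cells and -100% = medium-only wells without cells; nearly all actives have a fitted effect of over 30% in size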
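HEK-293-SNCA-luc cells (1500/well) plated 24 h, then exposed 24 h to a dilution series; GF-AFC added 30 min at 37C, fluorescence 405/540 nm; normalised to medium-only and DMSO wells, Hill fit.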
HEK cytotox – cytotoxic compounds in HEK 293 cells. HEK 293 viability, ATP luminescence (CellTiter-Glo), 48-72 h. Potency, µM (titrated, usually from 115 µM), for inactives: at the top dose activity change, negative = cytotoxicity, most hits filed as inhibitors. actives 6.6% (n = 94,000); also: potency is read from the fitted curve at half-maximal effect; nearly all actives have a fitted effect of over 60% in size
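Luminescence from cellular ATP, measured with CellTiter-Glo, indicates HEK 293 viability. Cells plated at 250 cells/well are treated with compound for 48 or 72 hr at 37 degree Celsius before reagent addition.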
Luciferase inh – blocks purified firefly luciferase enzyme activity; purified P. pyralis luciferase, luminescence, biochemical; actives 2.5% (n = 76,000); P08659; Potency, µM (top dose mostly 115 µM), inactives show at the highest dose activity change, negative = inhibition, hits mostly inhibitors; also: potency is read from the fitted curve at half-maximal effect; nearly all actives have a fitted effect of over 65% in size
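Purified P. pyralis luciferase (10nM final) in 50mM Tris acetate pH 7.5, 10mM Mg acetate, 0.01% Tween-20, 0.05% BSA with 10uM D-luciferin and 10uM ATP. Compounds titrated qHTS. Luminescence imaged on CCD.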
GPT2 inh – blocks human glutamate pyruvate transaminase 2. actives 0.25% (n = 100,000). Recombinant GPT2, coupled pyruvate oxidase/HRP Amplex Red fluorescence. Potency, µM (top dose mostly 57.7 µM), for the others: top-dose activity change, negative = inhibition, most hits filed as inhibitors. AID 1671188; also: potency is read from the fitted curve at half-maximal effect; nearly all actives have a fitted effect of over 60% in size; many of its hits are not listed in these tables
Target sequence (Q8TD30 whole entry, looked up): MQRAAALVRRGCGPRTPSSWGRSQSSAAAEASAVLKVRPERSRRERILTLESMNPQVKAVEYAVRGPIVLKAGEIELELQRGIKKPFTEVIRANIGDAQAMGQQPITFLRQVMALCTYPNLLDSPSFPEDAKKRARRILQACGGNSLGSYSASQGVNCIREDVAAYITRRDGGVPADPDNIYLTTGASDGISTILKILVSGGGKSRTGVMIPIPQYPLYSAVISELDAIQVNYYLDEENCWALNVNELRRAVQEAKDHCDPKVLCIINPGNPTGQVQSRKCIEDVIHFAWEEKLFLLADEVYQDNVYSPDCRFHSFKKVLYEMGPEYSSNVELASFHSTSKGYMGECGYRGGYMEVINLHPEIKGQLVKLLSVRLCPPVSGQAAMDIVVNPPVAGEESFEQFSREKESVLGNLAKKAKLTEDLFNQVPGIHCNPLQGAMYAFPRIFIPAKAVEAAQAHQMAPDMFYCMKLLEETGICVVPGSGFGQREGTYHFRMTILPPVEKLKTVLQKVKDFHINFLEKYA
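Inhibition is scored from Amplex Red fluorescence generated when pyruvate oxidase and HRP act on pyruvate released by GPT2. Reactions contain 10ng/uL enzyme, 250uM a-KG and 2mM L-alanine and run 30 min at room temperature.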
Starred values were filed as active, the others as inactive; i = inactive; ? = inconclusive; nt = no result given; [ ] = dose if it differs, or a comment. Unless noted, calls follow the shape of the dose curve; as a rule, active = well fitted curve in the direction sought with a large enough effect; inconclusive = small, poorly fitted or top-dose-only effect, or another doubt; inactive = no such curve, though single readings can be large; an effect the other way counts as inactive or inconclusive. Unless noted, % is scaled to controls: 0 for no effect and ±100 for the full control effect.

entry | compound | IP6K1 inh | SNCA expr inhib | 3T3 cytotox | HEK293 viab | HEK cytotox | Luciferase inh | GPT2 inh
1 | O=C(NCC1CC1)c1cccc(OC2CN(Cc3cc(F)c(F)c(F)c3)C2)c1 | 7.6 | -7.2% | ? | -22.4% | ? | -15.2% | -3.6%
2 | COc1cccc(NC(=O)C2CCCN(Cc3ccncc3)CCC(=O)NCC2)c1 (configuration not stated) | -3.0 | 1.0% | -1.1% | -7.9% | -2.7% | 2.3% | 3.2%
3 | O=C(c1ccc2nc(-c3ccnc(Cl)c3)oc2c1)N1CCOCC1 | 4.7 | 65.3%[activator][87.6 µM] | ? | 1.9%[87.6 µM] | ? | nt | -12.4%[88.5 µM]
4 | Cc1cc2nc3n(c(=O)c2n1CC(=O)NCc1ccc(F)cc1)CCCCC3 | 2.2 | -10.1% | ? | -9.4% | ? | -6.1% | -8.9%
5 | COCCN(CC1CCCN(C2Cc3ccccc3C2)C1)C(=O)c1cc(C)nn1C (configuration not stated) | 16.8 | 3.1% | -1.4% | 7.4% | -2.8% | -2.0% | i
6 | O=C(C1CCCN1C(=O)c1ccc(Cl)nc1)N1CCCC(c2nc3ncccc3[nH]2)C1 (configuration not stated) | -13.9 | 48.7%[activator] | -9.5% | -9.9% | 0.0% | nt | 2.4%
7 | Cc1nn(-c2ccccc2)c2c1C(C1CC1)N(C1CCN(C(=O)c3ccccc3F)C1)C2=O (configuration not stated) | 0.4 | nt | ? | nt | ? | nt | nt
8 | O=C(COc1ccccc1)NC1CCCc2c1[nH]c1ccccc21 (configuration not stated) | 0.7 | ? | ? | 5.9% | ? | -2.1% | -12.6%
9 | COc1ccc(N2CCN(S(=O)(=O)c3csc(C(N)=O)c3)CC2)cc1 | 0.3 | 20.6% | nt | -0.3% | nt | nt | nt
10 | CN1CCC2(C1)CN(Cc1ccccc1)c1ccc(C(=O)NCC[S+](C)(=O)[O-])cc12 (configuration not stated) | -3.9 | -5.9%[87.6 µM] | ? | 10.3%[87.6 µM] | ? | -16.6%[172 µM] | i
11 | C/C=C(\C)C(=O)O[C@H]1C=CC(=O)O[C@H]1/C=C/[C@H](O)[C@@H](C)O | -3.6 | nt | nt | -14.3% | nt | nt | i
12 | Cn1c(CNC(=O)C2(C)CCCCC(=O)N2)nc2ccccc21 (configuration not stated) | 6.9 | 0.1% | 39.8µM* | -10.3% | 44.7µM* | -5.4% | -4.8%
13 | O=C(CSc1oc(-c2cccs2)nc1S(=O)(=O)c1ccccc1)Nc1ccc(F)cc1 | 3.1 | 22.5% | nt | 6.0% | nt | nt | nt
14 | Cc1cc(C(=O)NC2CC2)c2c(C3CCCNC3)noc2n1 (configuration not stated) | 3.6 | -16.2% | i | 2.5% | -5.2% | nt | -1.8%
15 | CCCCCC(=O)N1CC(=O)N(C2Cc3ccccc3C2)CC(O)C1 (configuration not stated) | 2.7 | nt | ? | nt | ? | nt | nt
16 | Cc1nn(-c2ccccc2)c2c1C(C1CC1)N(C1CN(C(=O)c3ccncc3)C1)C2=O (configuration not stated) | -2.4 | nt | -1.2% | nt | 3.6% | nt | nt
17 | O=C(c1cc(F)ccc1F)N1CCC(Cc2nc(-c3cnccn3)no2)CC1 | 4.4 | -25.0% | -10.3% | 3.8% | 3.2% | 0.2% | -6.8%
18 | O=C(Nc1cccc(F)c1)c1cnc(-c2ccc(F)cc2)nc1-c1ccncc1 | -0.3 | 10.9% | ? | ? | 44.7µM* | -5.2% | i
19 | COC1C(=O)N(c2cccc(F)c2)C12CCN(C(=O)c1cccnc1)CC2 (configuration not stated) | -3.0 | -5.5% | -17.2% | 1.6% | -5.6% | 1.5% | 2.2%
20 | CCOc1ccc(CN2C(=O)c3ccccc3Sc3ccc(C(=O)NCCCN4CCOCC4)cc32)cc1 | 33.6 | ? | nt | -16.2% | nt | nt | nt
21 | O=C1OC(OC(=O)c2cccnc2Nc2cccc(C(F)(F)F)c2)c2ccccc21 (configuration not stated) | 2.9 | -14.0%[25.6 µM] | nt | -13.8%[23.9 µM] | nt | nt | i
22 | COc1ccc(CC(=O)Nc2ccc3nc(Nc4ccc(OC)cc4)cc(C)c3c2)cc1 | 9.2 | -2.3% | nt | -12.3% | nt | nt | nt
23 | CN1CCN(C(=O)C2(N(C)CCc3ccccc3)Cc3ccccc3C2)CC1 | 17.6 | 3.5% | ? | 1.5% | ? | 4.7% | 3.8%[11.5 µM]
24 | C[C@@H]1CN(C(=O)Cc2cc3c(cc2Cl)OCCO3)C[C@]1(C)O | -1.8 | -5.7% | -4.6% | 2.4% | i | -7.3% | i
25 | CC(=O)N1CC2(CCCCN2CC2CC2)Cc2ccccc21 (configuration not stated) | -13.3 | -20.3% | -0.1% | -8.9% | -5.5% | nt | -0.2%
26 | COc1ccc(NC(=O)Cn2c(=O)cc(C)c3c(C)nn(-c4cccc(Cl)c4C)c32)cc1OC | 5.1 | 11.9% | nt | -5.4% | nt | nt | nt
27 | CC(C)Oc1ccc(CNC(=O)CCCN2C(=O)c3cccnc3Oc3ccc(Cl)cc32)cc1 | 5.2 | -29.3% | nt | -18.7% | nt | nt | nt
28 | COc1ccc(NC(=O)CSc2nc(-c3cccs3)cc(C(F)(F)F)n2)c(OC)c1 | -7.5 | 9.2% | nt | 8.7% | nt | nt | nt
29 | CSc1ncccc1C(=O)N1CCC2(CCCN(CC3CC3)C2=O)C1 (configuration not stated) | 8.5 | 9.8% | -26.4% | -5.6% | -22.4% | -5.2% | i
30 | CN(c1cc(=O)c2ccnc(-c3cncnc3)c2o1)C1CCOCC1 | -16.3 | -18.9%[87.6 µM] | 79.4µM* | 4.8%[87.6 µM] | i | -5.2%[172 µM] | 3.6%[88.5 µM]
31 | Cc1cccc(C)c1-c1nc(C(=O)NC2CC2)n2ccccc12 | -22.6 | -7.3% | ? | 2.0% | ? | nt | 1.7%
32 | CCOC(=O)C1CCN(c2csc3ccc(C)cc3c2=O)CC1 | -0.6 | 52.4%[activator] | nt | -9.4% | nt | nt | nt
33 | CCOCCn1c(=O)n(Cc2c(C)noc2C)c2cc(C(=O)O)cnc21 | 4.4 | 4.0% | -0.1% | 9.1% | i | -2.2% | 0.4%
34 | CC1CCN(S(=O)(=O)N2CCC(C(=O)NCc3ccccc3Cl)CC2)CC1 | -9.0 | -19.6% | nt | -16.4% | nt | nt | nt
35 | Cc1nn2c(c1-c1cccnc1N1CCOCC1)N(C(=O)Cc1cccc(Cl)c1)CCC2 | 25.0 | 17.0% | ? | -3.1% | 3.8% | 0.3% | 1.4%
36 | COc1cccc(NC(=O)c2ccc3c(c2)N(C)C2CCCN2C3=O)c1 (configuration not stated) | 17.7 | 136.9%[activator] | -3.2% | 6.1%[12.5 µM] | -15.1% | ? | i
37 | O=C(C1CCN(c2nc3ccccc3[nH]2)CC1)N1CCN(c2ccccc2)CC1 | 0.7 | 4.2% | nt | 12.1% | nt | nt | nt
38 | O=C(CCc1conc1-c1cccc(F)c1)NCc1cccc(Cl)c1 | 11.4 | ? | ? | 12.3% | -25.0% | ? | 4.0%
39 | O=C(COc1ccccc1)N1CCCC(n2cc(-c3nc(C4CC4)no3)nn2)C1 (configuration not stated) | 10.9 | 1.3% | 1.0% | -1.3% | -1.4% | 2.5% | -8.4%
40 | COc1cccc(C2C(C(=O)Nc3ccccc3OC)=C(C)Nc3nc4ccccc4n32)c1 (configuration not stated) | -17.1 | ? | nt | -23.3% | nt | nt | nt
41 | COc1ccc(C(=O)N2CCCN(S(C)(=O)=O)c3ccccc32)c(C)c1 | 0.1 | -13.3% | -7.1% | 3.8% | -5.8% | -1.8% | 3.1%
42 | Cc1ccc(CN2CCN(C3CCN(S(=O)(=O)N(C)C)CC3)C(=O)C2=O)cc1 | -8.7 | -2.7% | nt | -3.0% | nt | nt | nt
43 | Cc1ccc(-n2c3c(c(=O)[nH]c2=O)C(NC(=O)c2ccccc2F)(C(F)(F)F)C(=O)N3)cc1C (configuration not stated) | 7.4 | -19.8% | nt | 7.6% | nt | nt | nt
44 | Cn1nccc1C(=O)N1CCC2(CC1)CC(Cc1nc(C3CC3)no1)CCO2 (configuration not stated) | -4.6 | -17.1% | -23.0% | -10.7% | -7.6% | -3.0% | 4.8%
45 | COc1ccc(NC(=O)Cn2c(=O)c(-c3noc(C)n3)c3n(c2=O)CCCC3)cc1Cl | 9.6 | 5.1% | i | -2.9% | 19.3% | 5.3% | i
46 | Cc1nc(C)n(CCNC(=O)[C@H]2CNC[C@@H](C(=O)N3CCOCC3)C2)n1 | -12.9 | -27.1% | i | -6.9% | i | 10.1% | i[11.5 µM]
47 | O=C(c1ccc(F)c(F)c1)N1CCC2(CC1)NC(=O)N(Cc1ccc(F)cc1)C2=O | 16.1 | -40.5% | ? | 6.9% | ? | 8.1% | i
48 | COCCOC(=O)C1=C(C)N=C2SC=C(CC(=O)NCCc3ccccc3)N2C1c1ccccc1 (configuration not stated) | -14.5 | -2.5% | ? | -11.4% | 50.1µM* | -13.1% | i
49 | CCn1nccc1C(=O)N1CCCC(c2nc(-c3cccnc3)no2)CCNC(=O)CC1 (configuration not stated) | -1.3 | 10.7% | 0.0% | 3.7% | -15.0% | 3.4% | i
50 | COc1ccccc1C(=O)N[C@@H]1CN(C2CCOCC2)C[C@H]1CN(C)C | -2.9 | -10.9% | -10.4% | -6.6% | ? | 5.7% | i

3 entries drawn at random from those above:
entry | compound | IP6K1 inh | SNCA expr inhib | 3T3 cytotox | HEK293 viab | HEK cytotox | Luciferase inh | GPT2 inh
31 | Cc1cccc(C)c1-c1nc(C(=O)NC2CC2)n2ccccc12 | -22.6 | -7.3% | ? | 2.0% | ? | nt | 1.7%
35 | Cc1nn2c(c1-c1cccnc1N1CCOCC1)N(C(=O)Cc1cccc(Cl)c1)CCC2 | 25.0 | 17.0% | ? | -3.1% | 3.8% | 0.3% | 1.4%
48 | COCCOC(=O)C1=C(C)N=C2SC=C(CC(=O)NCCc3ccccc3)N2C1c1ccccc1 (configuration not stated) | -14.5 | -2.5% | ? | -11.4% | 50.1µM* | -13.1% | i

(list continues)
entry | compound | IP6K1 inh | SNCA expr inhib | 3T3 cytotox | HEK293 viab | HEK cytotox | Luciferase inh | GPT2 inh
51 | N#Cc1ccc(CN2CCCC3(CC(c4cccc(C(F)(F)F)c4)=NO3)C2)cc1 (configuration not stated) | 0.0 | 4.4% | ? | -0.1% | ? | 0.3% | -0.2%
52 | Cc1ccc(NC(=O)c2cc(-c3cccs3)on2)cc1C | -23.7 | 212.3%[activator] | nt | 0.2% | nt | nt | nt
53 | CCOC(=O)[C@@H]1CN(C(=O)CC(C)(C)C)[C@H]2c3cccc(C)c3O[C@@H]12 | 8.5 | nt | ? | nt | ? | nt | nt
54 | CCCc1nn(-c2cccc(C)c2)c(=O)n1CC(=O)NCC1(O)CCCCC1 | -16.1 | -19.8% | -5.3% | -15.0% | -8.4% | 12.9% | i
55 | CCOC(=O)Cn1c(=O)c2c(nc3n2CCN3c2ccc(CC)cc2)n(C)c1=O | -1.2 | -2.0% | nt | 12.3% | nt | nt | nt
